# Source: PubChem BioAssay
# MRP reversal: reverses drug resistance mediated by MRP. H69AR cells + 2 uM doxorubicin, CellTiter-Glo, 72 h. differential viability (reversal), % at 10 µM. 85,000 tested, 0.04% active;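 active = viability drop by adding the cancer drug above about 55%, with treated viability meeting a 40% cutoff, limit read from the data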;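 note: viability without doxorubicin minus viability with 2 µM doxorubicin for each compound; larger differential means the compound sensitizes cells more to doxorubicin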
# MRP reversal cytotoxicity: further read-out of MRP reversal, marked with its call; viability, %; H69AR cells, CellTiter-Glo, 72 h; measured here: cytotoxicity without doxorubicin
# MRP reversal with doxorubicin: also measured in MRP reversal; calls as there; viability, %; measured here: viability with 2 uM doxorubicin; hits give low values
# Starred values were filed as active, the others as inactive.
SMILES,MRP reversal,MRP reversal cytotoxicity,MRP reversal with doxorubicin
CCCc1cc(-n2ccnc2C)n2c(nc3ccccc32)c1C#N,1,84,84
O=C(O)c1cccnc1,-7,86,93
O=C(NO)c1ccccc1O,-4,84,88
COc1ccccc1-n1c(CNC(=O)c2ccccc2)nnc1SCC(=O)Nc1nnc(C)s1,6,108,102
CCN1C(=O)C(O)(CC(=O)c2ccc(-n3cccc3)cc2)c2ccccc21 (stereo unspecified),8,78,69
COc1cc(NS(=O)(=O)c2ccc(C)cc2)c2ncccc2c1,-35,4,39
Cc1ccc2c(c1)NCC(C(=O)NC1CCC(C)CC1)O2 (stereo unspecified),10,89,79
CCOC(=O)N1CCN(c2nc(N(c3ccccc3)c3ccccc3)nc(-n3ccnc3)n2)CC1,-11,21,32
CCOC(=O)c1ccccc1Nc1cc(C)nc2nc(C)nn12,-11,75,86
O=C(CCc1ccccc1)Nc1c(F)cccc1F,2,87,84
Clc1ccc(Cc2nnc(-c3cccs3)o2)cc1,0,107,107
Oc1oc(-c2ccccc2)nc1C=NCc1ccncc1,-16,73,89
Oc1ccc2ccccc2c1/C=N/n1cnnc1,2,80,78
COCCCn1c(=N)c(C(=O)NCc2ccc3c(c2)OCO3)cc2c(=O)n3cccc(C)c3nc21,-9,70,79
CCCN(CCC)C(=O)CSc1ncccc1C(=O)O,-2,89,91
CC1CCN(CCCNC(=O)Cc2c(C(=O)O)n(C)c3ccccc23)CC1,-5,94,98
CCc1nc(SCC(=O)N2CCN(c3ccccc3)CC2)c2c(=O)n(C)c(=O)n(C)c2n1,-8,85,93
CCCCCn1c(CN2CCN(C(=O)c3ccco3)CC2)nc2c1c(=O)n(C)c(=O)n2C,7,73,66
CCOc1ccc(Br)cc1C1NC(=O)c2c(sc3c2CCN(C)C3)N1 (stereo unspecified),-33,39,72
Cc1cccn2c(=O)c3cc(C(=O)NCc4ccccn4)n(C)c3nc12,-1,88,90
O=C(CCCN1CCC(O)(c2ccc(Cl)cc2)CC1)c1ccc(F)cc1,-6,57,63
CCC(Sc1nc2cc(OC)c(OC)cc2c2nc(C)nn12)C(=O)NCc1ccco1 (stereo unspecified),12,97,84
Cc1ccc(S(=O)(=O)c2cc3c(=O)n4ccccc4nc3n(CC3CCCO3)c2=N)cc1C (stereo unspecified),0,72,73
COc1ccc(NC(=O)c2cnc3ccccn3c2=O)cc1OC,-10,78,88
COC(=O)c1ccsc1NC(=O)CN1C(=O)CCC1=O,3,94,92

# Shown as tab-separated lines: entries from further up.
molecule	MRP reversal	MRP reversal cytotoxicity	MRP reversal with doxorubicin
COc1ccccc1-n1c(CNC(=O)c2ccccc2)nnc1SCC(=O)Nc1nnc(C)s1	6	108	102
CCN1C(=O)C(O)(CC(=O)c2ccc(-n3cccc3)cc2)c2ccccc21 (stereo unspecified)	8	78	69

# (continued)
SMILES,MRP reversal,MRP reversal cytotoxicity,MRP reversal with doxorubicin
CC(=O)[C@@]1(O)CC[C@H]2[C@@H]3C[C@H](C)C4=CC(=O)C=C[C@]4(C)[C@@]3(F)[C@@H](O)C[C@@]21C,-2,91,93
CC1N=C2c3ccccc3N=C(SCc3cc(=O)n4ccccc4n3)N2C1=O (stereo unspecified),-3,78,81
CCc1cccc2c3c([nH]c12)C(CC)(CC(=O)O)OCC3 (stereo unspecified),4,98,94
CC(=O)n1c2ccccc2c2c(C#N)c(N3CCCCC3)sc21,2,72,70
Cc1ccc(C)c(CSc2ncccc2C(=O)O)c1,0,87,87
Cc1ccc(CC(=O)N2CCC(c3nc4c(nnn4Cc4ccccc4)c(=O)[nH]3)CC2)cc1,9,85,77
Cc1cc(C(=O)NC2CCCC2)on1,7,91,84
COc1c(Cl)cc(-c2noc(C)c2C(=O)NCc2ccc3c(c2)OCO3)cc1Cl,5,91,86
CN1[C@@H](CC(=O)c2ccccc2)CCC[C@H]1C[C@H](O)c1ccccc1,2,87,86
COc1ccc(OC)c(S(=O)(=O)NCCc2cn3ccsc3n2)c1,19,101,83
CCSc1nnc(Cn2c(=O)sc3ccccc32)n1-c1ccc(OC)cc1,-3,73,75
Cc1cc2ccccc2c(=O)n1CC(=O)Nc1ccc2c(c1)OCO2,8,89,81
O=C1C(=O)N(CCCn2ccnc2)C(c2cccnc2)/C1=C(/O)c1ccc(Cl)cc1 (stereo unspecified),2,101,99
CCOC(=O)C1(C(=O)OCC)C(c2ccccc2)CC(O)N1C(C)=O (stereo unspecified),-7,89,95
Cc1ccc(OCC(=O)Nc2cc(-c3nn4c(C)nnc4s3)ccc2C)cc1,9,88,79
O=C1C(C=NCCN2CCOCC2)=C(O)c2ccccc21,5,98,92
Cc1c(NC(=O)CSc2nc3c(cnn3-c3ccccc3)c(=O)[nH]2)c(=O)n(-c2ccccc2)n1C,-23,87,110
CCOc1nc(-c2ccccc2)ccc1-c1noc(-c2ccc(OC)c(OC)c2)n1,-14,32,45
COc1ccc(N(CC(=O)Nc2cc(OC)ccc2OC)S(C)(=O)=O)cc1,4,91,87
COc1cc(N2C(=O)NC3CC2(C)Oc2ccc(Br)cc23)cc(OC)c1OC (stereo unspecified),13,92,79
CCOC(=O)C1CCN(C(c2cccc(F)c2)c2sc3nc(C)nn3c2O)CC1 (stereo unspecified),12,96,84
C=CCOc1cccc(C2c3c(oc4ccc(F)cc4c3=O)C(=O)N2CCCN2CCOCC2)c1 (stereo unspecified),-9,65,74
Cc1ccc(O)c(C(CC(=O)N2CCCC2)c2ccccc2)c1 (stereo unspecified),-6,97,103
COc1cccc(C(=O)Nc2cccc(-c3nnc(-c4ccccc4)o3)c2)c1,-34,17,51
Cn1c(=O)n(Cc2ccccc2)c(=O)c2c1nc1n2CCCN1C1CCCCC1,32,84,53

# Remaining list, next part
SMILES,MRP reversal,MRP reversal cytotoxicity,MRP reversal with doxorubicin
CCOC(=O)c1c(NC(=O)c2ccc(-n3cnnn3)cc2)sc2c1CCCC2,0,2,2
CCC(=O)N1CCc2cc(S(=O)(=O)NC(Cc3ccccc3)C(=O)Nc3nccs3)ccc21 (stereo unspecified),7,104,97
COc1ccc(NC(=O)c2ccc3c(c2)n(C)c(=O)n3C)cc1,11,77,66
CCCc1nc2c3cnn(-c4cccc(Cl)c4)c3ncn2n1,21,101,80
Cc1nc2c(C(=O)N3CCCC3)c[nH]n2c(=O)c1Cc1ccc(F)cc1Cl,-5,88,93
CCc1ccc(S(=O)(=O)NCc2csc(-c3cccnc3)n2)s1,0,91,91
Cc1ccc(Cl)cc1N1CCN(C(=O)CCS(=O)(=O)c2cccc3nonc23)CC1,-5,73,78
Cc1nnc(SCCN2CCOCC2)n1C,8,92,84
Cc1ccc(NC(=O)COc2ccc(/C(N)=N/O)cc2)cc1C,-3,73,76
C=CC[N+](C)(C)CCCNC(=O)/C=N/O,4,96,92
CC(Oc1ccc(Cl)cc1Cl)c1nc(-c2ccc(NC(=O)c3ccccn3)cc2)no1 (stereo unspecified),-22,29,50
O=C(Nc1nc2c(s1)CCCC2)c1ccc2ncsc2c1,-9,83,92
Cn1c(C(=O)N2CCN(c3ccccn3)CC2)cc2c(=O)n(C)c3ccccc3c21,-6,74,80
C=C(C)Cn1c(N2CC(C)CC(C)C2)nc2c1c(=O)[nH]c(=O)n2C (stereo unspecified),-3,88,91
O=C(CN1CCOc2ccccc21)NCc1ccccc1,10,98,88
CCCOc1ccc(C2c3c(oc4cc(C)c(C)cc4c3=O)C(=O)N2CCCN(C)C)cc1OCC (stereo unspecified),-9,66,75
COc1ccc(OC)c(NC(=O)Nc2nnc(N3CCC(C)CC3)s2)c1,0,78,77
Cc1cc(Nc2ccc(Br)cc2)n2nc(C)nc2n1,-6,75,81
COc1ccc(Cl)cc1NC(=O)CSc1ncnc2c1oc1ccccc12,22,94,72
COCCCNC(=O)CCCn1c(=O)c2ccccc2n(CC(=O)Nc2c(C)cc(C)cc2C)c1=O,1,91,90
CCCCn1c2nc3ccccc3nc2c2c(=O)n(CC(C)C)cnc21,-8,90,98
Cc1ccccc1Cn1c(=O)n(CCCC(=O)NCc2ccco2)c(=O)c2ccccc21,3,72,69
CCc1ccc2nc(NC3=NCN(CCCN4CCOCC4)CN3)nc(C)c2c1,-5,91,96
COc1ccc(CCN(C)CCCC(C#N)(c2cc(OC)c(OC)c(OC)c2)C(C)C)cc1OC (stereo unspecified),-5,85,90
Nc1c(C(=O)NCCc2ccccc2)nnn1Cc1ccccc1,4,99,95

# Next section.
SMILES,MRP reversal,MRP reversal cytotoxicity,MRP reversal with doxorubicin
Clc1ccc2c(c1)C(N1CCNCC1)=Nc1ccccc1O2,-18,60,78
CC1CCN(C(=O)CSc2nnc(Cn3c(=O)sc4ccccc43)n2C)CC1,23,104,81
CC(/C=N/n1cnnc1)=C\c1ccco1,15,89,73
COCC(=O)NCc1ccc2c(c1)cc(C)n2C,3,90,87
CCOC(=O)N1CCN(C(c2ccc(Cl)cc2)c2sc3nc(C)nn3c2O)CC1 (stereo unspecified),8,98,90
O=C(CSc1nnc(COc2ccccc2)o1)Nc1nccs1,1,98,97
COC(=O)c1cccc(Oc2nc3c(c(=O)n(C)c(=O)n3C)n2Cc2ccc(C)cc2)c1,2,83,81
CS(=O)(=O)Nc1ccc([N+](=O)[O-])cc1Oc1ccccc1,15,99,84
COc1ccc(CCNS(=O)(=O)c2ccc3c(c2)oc(=O)n3C)cc1OC,-7,78,85
CC(=O)C1=C(C)N=c2s/c(=C/c3ccc4c(c3)OCO4)c(=O)n2C1c1ccc(N(C)C)cc1 (stereo unspecified),6,96,90
COc1ccc(NC(=O)Nc2nnc(N3CCC(C)CC3)s2)cc1OC,-2,37,40
COc1cc(C(=O)N/N=C\c2ccccc2)c([N+](=O)[O-])c(OC)c1OC,-15,72,87
CCCOCCOC(=O)c1[nH]c2c(c1C)C(=O)CC(c1cc(OC)ccc1OC)C2 (stereo unspecified),-14,19,33
CC(=O)[C@H]1[C@H](C#N)C[C@H]2[C@@H]3CC=C4C[C@@H](O)CC[C@]4(C)[C@H]3CC[C@@]21C,-2,78,80
CCc1nnc(NC(=O)CSc2nccn2-c2ccccc2)s1,0,90,90
Cc1cccc(-n2c(SCC(=O)N3CCCC3)nc3n[nH]c(C)c3c2=N)c1,-1,72,73
O=C1c2oc3ccccc3c(=O)c2C(c2ccc(Cl)cc2)N1c1ncccn1 (stereo unspecified),6,89,82
CN1CCN2c3ccccc3Cc3ccccc3C2C1 (stereo unspecified),11,92,81
CCn1c2ccccc2c2nnc(SCC(=O)NC(C(=O)OC)C(C)C)nc21 (stereo unspecified),8,64,56
CCCN(CCC)S(=O)(=O)c1ccc(C(=O)Nc2nnc(-c3cccc(OC)c3)o2)cc1,-12,16,28
CN1CCN(Cc2nc3c(c(=O)n(C)c(=O)n3C)n2CCc2ccccc2)CC1,9,93,85
O=C(NCCc1ccccc1)C(NS(=O)(=O)c1cccc2nsnc12)c1ccccc1 (stereo unspecified),10,88,79
Cn1c(Cn2c(=O)sc3ccccc32)nnc1SCC(=O)NCc1ccc2c(c1)OCO2,3,90,87
NC(C(=O)O)C1CC(Cl)=NO1 (stereo unspecified),-2,88,90
CCCCCCCCNC(C)C(O)c1ccc(SC(C)C)cc1 (stereo unspecified),1,2,1

# Record cards, as listed above. Order of screens: MRP reversal	MRP reversal cytotoxicity	MRP reversal with doxorubicin
# Entry for O=C(Nc1nc2c(s1)CCCC2)c1ccc2ncsc2c1 = -9	83	92
# Entry for Cc1nc2c(C(=O)N3CCCC3)c[nH]n2c(=O)c1Cc1ccc(F)cc1Cl = -5	88	93

# Remaining list, next part.
SMILES,MRP reversal,MRP reversal cytotoxicity,MRP reversal with doxorubicin
O=C(NCCc1ccc(Cl)cc1)c1nnc(Cc2ccc(Cl)cc2)o1,0,100,100
CCN(CC)CCOC(=O)C1(C2CCCCC2)CCCCC1,-12,70,82
O=C(O)Cc1ccc(-c2ccccc2)cc1,5,85,80
COc1cc(C2C3=C(CC(C)(C)CC3=O)Nc3c2c(=O)[nH]c(=O)n3Cc2ccccc2)ccc1O (stereo unspecified),-7,86,92
OC(CCCN1CCC(O)(c2ccc(Cl)cc2)CC1)c1ccc(F)cc1 (stereo unspecified),6,81,75
O=C(O)C1Nc2c(O)cccc2C2C=CCC12 (stereo unspecified),0,63,63
COc1ccc(C)c2sc(=NC(=O)c3ccc(C#N)cc3)n(C)c12,5,70,65
Cc1cc2c(cc(C(=O)N3CCC(C(=O)NC4CCCC4)CC3)n2Cc2c(F)cccc2Cl)o1,54,85,31
Cc1c(NC(=O)Nc2ccc(Cl)c(Cl)c2)sc(=S)n1C,-4,84,88

# Part of the list above, field by field.
smiles: CCN(CC)CCOC(=O)C1(C2CCCCC2)CCCCC1
  MRP reversal = -12
  MRP reversal cytotoxicity = 70
  MRP reversal with doxorubicin = 82
smiles: COc1ccc(C)c2sc(=NC(=O)c3ccc(C#N)cc3)n(C)c12
  MRP reversal = 5
  MRP reversal cytotoxicity = 70
  MRP reversal with doxorubicin = 65
smiles: Cc1c(NC(=O)Nc2ccc(Cl)c(Cl)c2)sc(=S)n1C
  MRP reversal = -4
  MRP reversal cytotoxicity = 84
  MRP reversal with doxorubicin = 88

# Fetched one by one from above, 4 records:
SMILES,MRP reversal,MRP reversal cytotoxicity,MRP reversal with doxorubicin
OC(CCCN1CCC(O)(c2ccc(Cl)cc2)CC1)c1ccc(F)cc1 (stereo unspecified),6,81,75
COc1cc(C2C3=C(CC(C)(C)CC3=O)Nc3c2c(=O)[nH]c(=O)n3Cc2ccccc2)ccc1O (stereo unspecified),-7,86,92
Cc1c(NC(=O)Nc2ccc(Cl)c(Cl)c2)sc(=S)n1C,-4,84,88
COc1ccc(C)c2sc(=NC(=O)c3ccc(C#N)cc3)n(C)c12,5,70,65

# These rows are one share of the data (hit frequency here may not be typical).
